# Rac1 act GTP bind: GTP binding modulators of activated mutant Rac1, primary screen, biochemical, bead-based flow cytometry, multiplex, fluorescent GTP; GST-Rac1 activated beads; actives lie on both sides; 100% means binding = to untreated wells; Ras-related C3 botulinum toxin substrate 1 (Homo sapiens), P63000; percent activity (GTP binding), % at 10 µM; 0.11% of 190,000 active;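 active means GTP binding at least 20 percentage points away from the 100% baseline, in either direction, so actives lie on both sides; inconclusive means Compound likely fluorescent itself, or too few beads counted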
# Rac1 wt modul: wildtype Rac1 GTP binding modulators, primary screen, biochemical, GST-Rac1 beads, flow cytometry, multiplex; fluorescent GTP binding; actives lie on both sides; 0 = cold GTP competed, 100 = untreated; GTP binding activity (% of control), % at 10 µM; 0.27% of 190,000 active;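 active means GTP binding activity at least 20 points away from the 100% control level, either lower or higher; inconclusive means compound flagged as likely green fluorescent, judged across all proteins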
# Bcl-XL Bim block: inhibitors of Bim-Bcl-XL binding, primary screen, biochemical, multiplexed, bead flow cytometry, human Bcl-XL; inhibition, % at 10 µM; Bcl-2-like protein 1 (Homo sapiens), Q07817; Bim peptide-Bcl-XL binding, fluorescence; 0.04% of 190,000 active
# Target sequence (Q07817 whole entry, looked up): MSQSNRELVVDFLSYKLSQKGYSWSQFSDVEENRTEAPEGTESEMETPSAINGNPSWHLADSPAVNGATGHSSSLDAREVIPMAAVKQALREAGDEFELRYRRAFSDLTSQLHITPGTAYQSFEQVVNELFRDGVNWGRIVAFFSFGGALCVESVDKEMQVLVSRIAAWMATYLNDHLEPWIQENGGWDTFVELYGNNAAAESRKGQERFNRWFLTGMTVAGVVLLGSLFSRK
# HRas wt GTP bind: modulators of GTP binding to HRas wildtype, primary screen, biochemical, bead-based flow cytometry, multiplex. GTPase HRas (Homo sapiens), P01112. GST-Ras wt beads, Bodipy-FL-GTP binding; actives lie on both sides. GTP binding activity, % at 10 µM. 0.14% of 190,000 active. AID 759, 2007;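 active means GTP binding activity at least 20% away from the 100% baseline, either lowered as inhibitor or raised as activator; inconclusive means flagged as likely green fluorescent, judged across all proteins in the well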;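 further: 0% = unlabeled GTP competition control and 100% = no-compound control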
# Target sequence (P01112 whole entry, looked up): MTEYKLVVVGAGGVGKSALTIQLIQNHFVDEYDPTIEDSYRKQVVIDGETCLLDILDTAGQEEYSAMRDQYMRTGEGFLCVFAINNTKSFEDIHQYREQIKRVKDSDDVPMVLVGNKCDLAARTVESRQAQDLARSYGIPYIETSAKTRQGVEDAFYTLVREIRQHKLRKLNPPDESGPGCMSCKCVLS
# Bim-Bcl-B: inhibitors of Bim-Bcl-B binding, primary screen, biochemical, multiplexed, human Bcl-2 family. bead-based flow cytometry, Bim peptide-Bcl-B binding. inhibition, % at 10 µM. 0.073% of 190,000 active;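 further: 0% = tracer peptide without compound and 100% = reference inhibitor peptide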
# Target sequence (Q9HD36 whole entry, looked up): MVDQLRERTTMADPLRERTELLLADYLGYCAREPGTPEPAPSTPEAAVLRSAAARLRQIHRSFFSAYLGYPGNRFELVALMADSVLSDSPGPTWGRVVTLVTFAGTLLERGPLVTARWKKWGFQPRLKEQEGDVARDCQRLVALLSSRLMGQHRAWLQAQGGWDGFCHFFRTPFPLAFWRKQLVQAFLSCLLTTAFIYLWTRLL
# Rab7 wt modul: modulators of GTP binding to Rab7, primary screen, biochemical, wildtype, multiplex bead flow cytometry; GST-Rab7 beads, fluorescent GTP binding; actives lie on both sides; untreated = 100%, excess cold GTP = 0%; GTP binding activity (percent of control), % at 10 µM; 0.055% of 190,000 active; AID 758, 2007;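 active means fluorescent GTP binding to Rab7 beads changed by at least 20 points from the 100% baseline, either direction, mostly lower; inconclusive means compound itself probably fluorescent, or too few beads counted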;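 further: median green fluorescence of bound Bodipy-FL-GTP per Rab7 bead population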
# Bim-Bfl-1: inhibitors of Bim binding to Bfl-1, primary screen, biochemical, multiplexed, bead-based flow cytometry | inhibition, % at 10 µM | Bcl-2-related protein A1 (Homo sapiens), Q16548 | 0.12% of 190,000 active | AID 1008, 2008 | Bim-Bfl-1 binding inhibition;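 further: 0% = wells without compound plus tracer and 100% = blocker peptide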
# Bim-Bcl-2: inhibitors of Bim-Bcl-2 binding, primary screen, biochemical, multiplexed, human Bcl-2 family; 0.06% of 190,000 active; AID 950, 2007; Apoptosis regulator Bcl-2 (Homo sapiens), P10415; inhibition, % at 10 µM; Bead-based flow cytometry, Bim peptide-Bcl-2 binding; in the data active means inhibition above about 40%; inconclusive means no clear call, values can overlap the other calls;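 further: 0% = no compound wells with probe peptide and 100% = reference peptide inhibitor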
# Target sequence (P10415 whole entry, looked up): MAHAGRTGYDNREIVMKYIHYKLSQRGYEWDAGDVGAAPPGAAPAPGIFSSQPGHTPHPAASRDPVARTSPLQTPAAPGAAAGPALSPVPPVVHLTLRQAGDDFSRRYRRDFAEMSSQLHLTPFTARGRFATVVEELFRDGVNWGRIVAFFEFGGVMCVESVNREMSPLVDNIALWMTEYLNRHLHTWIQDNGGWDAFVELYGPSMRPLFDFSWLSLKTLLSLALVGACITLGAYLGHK
# Rab2 wt GTP: modulators of GTP binding to Rab2A wildtype, primary screen, biochemical, dog, bead-based flow cytometry, multiplex | GTP binding activity, % at 10 µM | 0.19% of 190,000 active | GST-Rab2 wt beads, Bodipy-GTP binding | Ras-related protein Rab-2A (Canis lupus familiaris), P61105 | AID 760, 2007;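 active means GTP binding activity at least 20 points away from 100%, either lowered or raised; inconclusive means signal likely due to the compound's own green fluorescence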;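 further: 0% = beads with excess unlabeled GTP and 100% = no-compound control corrected for plate trend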
# Bim-Bcl-W: inhibitors of Bim binding to Bcl-W, primary screen, biochemical, multiplexed, bead-based flow cytometry; Bcl-2-like protein 2 (Homo sapiens), Q92843; Bim peptide-Bcl-W binding; inhibition, % at 10 µM; 0.02% of 190,000 active; AID 952, 2007;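 further: 0% = bound tracer without compound and 100% = peptide blocker; higher means less fluorescent Bim peptide bound to Bcl-W beads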
# Cdc42 wt GTP: modulators of GTP binding to wildtype Cdc42, primary screen, biochemical, multiplex bead flow cytometry, Bodipy-GTP | Cell division control protein 42 homolog (Homo sapiens), P60953 | GST-Cdc42 beads; actives lie on both sides | percent activity (GTP binding), % at 10 µM | 0.2% of 190,000 active | AID 761, 2007;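 active means percent activity GTP binding at least 20 points away from the 100% baseline, either down as inhibitor or up as activator; inconclusive means compound flagged as likely green fluorescent from well-wide comparison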;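 further: median bead fluorescence of bound Bodipy-FL-GTP at 100 nM; 0% = excess unlabeled GTP control and 100% = no compound control; below 100% means less GTP binding so inhibitor and above means activator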
# Target sequence (P60953 whole entry, looked up): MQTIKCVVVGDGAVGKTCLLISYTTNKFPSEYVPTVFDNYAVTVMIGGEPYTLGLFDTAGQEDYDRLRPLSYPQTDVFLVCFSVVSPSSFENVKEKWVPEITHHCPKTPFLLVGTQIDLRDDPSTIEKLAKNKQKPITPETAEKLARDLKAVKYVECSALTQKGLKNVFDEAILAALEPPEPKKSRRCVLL
# * marks the source's active call; other numbers are inactive results; ? = inconclusive. Unless noted, no stated cut-off is given here; in the data, active means inhibition above about 40%.
1. O=C(CCC1CCCCC1)NCc1ccncc1
2. O=C(NC(=S)Nc1ccc(S(=O)(=O)Nc2nccs2)cc1)c1ccc(Br)o1
3. Fc1ccc(Cc2nnc(-c3cccs3)o2)cc1
4. CC(=O)Nc1cccc(OCc2ccc(S(=O)(=O)Cc3ccccc3)cc2)c1
5. O=C(COC(=O)Cc1cn2ccsc2n1)NC12CC3CC(CC(C3)C1)C2
6. Nc1ccccc1C(=O)N=Nc1[nH]c(N)c2ccccc12
7. N#Cc1c(-c2ccc(Cl)cc2)c(C#N)c(=O)n(N)c1N
8. CCn1nc(C)c(CCC(=O)O)c1C
9. CC(C)(C)c1cc(S(=O)(=O)CCc2ccccn2)cc(C(C)(C)C)c1F
10. Cc1ccc(S(=O)(=O)N2CCCCC2C(=O)O)cc1 (stereo not given)
compound no.	1	2	3	4	5	6	7	8	9	10
HRas wt GTP bind	102	102	98	99	99	97	100	96	99	100
Rac1 act GTP bind	99	99	95	99	99	100	98	96	100	100
Rac1 wt modul	101	100	102	104	100	103	101	98	105	103
Bcl-XL Bim block	2	-6	9	-3	-14	-5	5	-7	0	0
Rab7 wt modul	105	103	106	98	100	101	100	95	95	102
Bim-Bcl-2	-1	-4	6	-3	-5	3	8	-11	-2	0
Bim-Bcl-B	-3	-9	6	-5	-9	-2	2	-6	0	-3
Bim-Bcl-W	1	-4	7	0	1	-1	3	-3	-2	0
Bim-Bfl-1	-4	-6	5	-1	-11	0	12	-12	-5	-7
Rab2 wt GTP	102	100	98	98	98	97	101	96	98	101
Cdc42 wt GTP	99	99	98	101	98	100	100	93	102	104

# Two compounds picked at random from the list so far, as already listed:
8. CCn1nc(C)c(CCC(=O)O)c1C
5. O=C(COC(=O)Cc1cn2ccsc2n1)NC12CC3CC(CC(C3)C1)C2
compound no.	8	5
HRas wt GTP bind	96	99
Rac1 act GTP bind	96	99
Rac1 wt modul	98	100
Bcl-XL Bim block	-7	-14
Rab7 wt modul	95	100
Bim-Bcl-2	-11	-5
Bim-Bcl-B	-6	-9
Bim-Bcl-W	-3	1
Bim-Bfl-1	-12	-11
Rab2 wt GTP	96	98
Cdc42 wt GTP	93	98

# Continuation:
11. Cn1ncc2c(NCc3cccc(C(F)(F)F)c3)c(C(=O)O)cnc21
12. Cc1nc(SCC(=O)Nc2c(C)n(C)n(-c3ccccc3)c2=O)[nH]c(=O)c1Cc1ccccc1
13. COc1cnn(-c2ccccc2)c(=O)c1SCc1ccc(Cl)c(Cl)c1
14. CC1CCN(Cc2ccc(-c3nnn(CC(=O)NC4CCCCC4)n3)cc2)CC1
15. CS(=O)(=O)N(CC(=O)NCc1ccco1)c1ccc(Cl)cc1Cl
16. Cc1ccc(S(=O)(=O)Nc2ccc(Br)cc2C(NCC(=O)O)c2ccccc2)cc1 (stereo not given)
17. Fc1ccccc1COc1ccc(Br)cc1CNCC1CCCO1 (stereo not given)
18. O=C(Nc1ccccc1)C1C2CCC3C(CCC21)C3(Cl)Cl (stereo not given)
19. CCN1CCN(C(c2cccs2)C(C)NS(=O)(=O)c2ccc(C)cc2)CC1 (stereo not given)
20. O=C(CC1SC(=O)N(Cc2cccc3ccccc23)C1=O)Nc1nccs1 (stereo not given)
compound no.	11	12	13	14	15	16	17	18	19	20
HRas wt GTP bind	94	96	101	97	96	?	101	103	102	101
Rac1 act GTP bind	97	94	100	95	94	?	101	101	97	96
Rac1 wt modul	95	95	104	97	95	?	102	106	105	99
Bcl-XL Bim block	-2	-3	-7	-1	-18	-8	0	-3	-1	-2
Rab7 wt modul	102	99	94	102	99	?	107	106	105	104
Bim-Bcl-2	-4	-8	-6	-1	-1	-3	0	-12	-6	-1
Bim-Bcl-B	-8	-9	-8	-1	-3	-4	-2	-9	-9	0
Bim-Bcl-W	-1	-4	0	1	-11	-5	1	0	-1	0
Bim-Bfl-1	-5	-16	-15	-7	1	-8	-5	-14	-13	-3
Rab2 wt GTP	95	94	99	99	95	?	102	100	99	101
Cdc42 wt GTP	94	95	99	96	93	?	97	102	94	98

# Reprinted from the part before: four compounds, then new ones.
17. Fc1ccccc1COc1ccc(Br)cc1CNCC1CCCO1 (stereo not given)
18. O=C(Nc1ccccc1)C1C2CCC3C(CCC21)C3(Cl)Cl (stereo not given)
19. CCN1CCN(C(c2cccs2)C(C)NS(=O)(=O)c2ccc(C)cc2)CC1 (stereo not given)
20. O=C(CC1SC(=O)N(Cc2cccc3ccccc23)C1=O)Nc1nccs1 (stereo not given)
21. Cc1oncc1C(=O)NC1CCCCC1
22. CCCn1ncc(CN2CCC(CO)(Cc3ccc(OC)cc3)CC2)c1C
23. CC(C)Cn1[nH]c2c3c(ccc2c1=O)C(=O)c1ccccc1C3=O
24. CCC(CC)c1nnc(NC(=O)c2cccnc2SC)s1
25. COc1ccc(NC(=O)CSc2nnc(NC(C)=O)s2)c([N+](=O)[O-])c1
26. Cc1cc(C)nc(-n2nc(C)cc2NC(=O)CNC(C)c2ccccc2)n1 (stereo not given)
27. Cn1c2ccc(F)cc2c2ncn(CCN3CCOCC3)c(=O)c21
28. Cc1noc(C)c1C(=O)OCC(=O)Nc1cccc(S(=O)(=O)N(C)C)c1
29. COc1ccc(OC)c(C(=O)CN2CCN(S(=O)(=O)c3ccc(Br)cc3)CC2)c1
30. CCOc1ccc(C(=O)Nc2ccc(N3CCN(C(C)=O)CC3)cc2)cc1[N+](=O)[O-]
compound no.	17	18	19	20	21	22	23	24	25	26	27	28	29	30
HRas wt GTP bind	101	103	102	101	94	97	102	99	101	99	100	99	96	94
Rac1 act GTP bind	101	101	97	96	92	96	99	95	98	95	99	98	94	93
Rac1 wt modul	102	106	105	99	92	101	101	99	100	100	103	100	95	94
Bcl-XL Bim block	0	-3	-1	-2	1	-3	-1	0	3	-13	-1	-4	1	-1
Rab7 wt modul	107	106	105	104	97	105	100	102	105	104	101	101	92	93
Bim-Bcl-2	0	-12	-6	-1	4	-1	-3	-2	4	-11	-2	-4	-9	-1
Bim-Bcl-B	-2	-9	-9	0	5	-11	0	0	1	-8	0	-3	-8	0
Bim-Bcl-W	1	0	-1	0	2	-2	-2	1	5	0	-1	-1	-2	2
Bim-Bfl-1	-5	-14	-13	-3	7	-6	1	-5	1	-16	-1	-5	-8	0
Rab2 wt GTP	102	100	99	101	92	99	101	98	103	100	99	98	95	96
Cdc42 wt GTP	97	102	94	98	94	96	103	97	100	100	101	96	98	95

31. c1ccc(-c2nnc3sc(Cc4cccs4)nn23)cc1
32. CC(C)(C)NC(=O)C1Cc2ccccc2CN1 (stereo not given)
33. COc1ccc(CNC(=O)C(C)N(Cc2ccco2)C(=O)c2snc(C(N)=O)c2N)cc1 (stereo not given)
34. O=C(CSc1nccc(=O)[nH]1)Nc1cccc(S(=O)(=O)N2CCOCC2)c1
35. Fc1ccc(C(CCCn2nnc(-c3cccnc3)n2)c2ccc(F)cc2)cc1
36. O=[N+]([O-])c1cc(S(=O)(=O)Nc2ccccc2)ccc1-n1nnc2ccccc21
37. CN(c1ccc(C(=O)NCCSCc2ccc(Cl)cc2)cc1)S(=O)(=O)c1ccccc1
38. O=C(CNC(=O)c1ccc(Br)cc1)OCc1cc([N+](=O)[O-])cc2c1OCOC2
39. Cc1c(C(=O)NCc2ccccn2)oc2ccc(S(=O)(=O)N3CCOCC3)cc12
40. Fc1ccc(OCCOCCNCC2CCCO2)cc1 (stereo not given)
compound no.	31	32	33	34	35	36	37	38	39	40
HRas wt GTP bind	101	93	103	98	96	100	97	98	97	101
Rac1 act GTP bind	98	96	101	96	101	97	97	94	96	100
Rac1 wt modul	107	101	103	103	104	97	99	95	99	103
Bcl-XL Bim block	-7	1	-1	-3	-10	1	-11	-3	-8	-8
Rab7 wt modul	100	93	96	103	98	100	93	97	94	99
Bim-Bcl-2	-7	1	0	-2	-18	0	-4	-1	-7	-14
Bim-Bcl-B	-12	3	-2	-1	-7	2	-10	-2	-8	-10
Bim-Bcl-W	1	0	-2	0	1	1	-5	-2	-2	-1
Bim-Bfl-1	-5	2	-1	-4	-15	-2	0	-3	-13	-17
Rab2 wt GTP	102	92	102	100	99	101	94	95	96	100
Cdc42 wt GTP	100	95	103	100	100	100	92	94	96	97

# Down the list, quoted from above:
# Bim-Bfl-1, compounds 33–40, in order: -1, -4, -15, -2, 0, -3, -13, -17

# (list continues)
41. CCOc1c2ccc(C(=O)NCc3ccc(C)cc3)cc2nn1CCOC
42. CCOc1ccc(CNC(=O)CCn2c(=O)oc3ccccc32)cc1
43. Cc1nc(C)c2c(=O)cc(-c3ccccc3)[nH]c2n1
44. CN(/N=C/c1ccncc1)C1=NS(=O)(=O)c2ccccc21
45. CCN(CC)CCOC(=O)c1ccc(NC(=O)C(C)NC(=O)C23CC4CC(CC(C4)C2)C3)cc1 (stereo not given)
46. COc1ccc(NC2CC(=O)N(C)C2=O)cc1 (stereo not given)
47. COc1ccc(S(=O)(=O)NC(C)C)cc1C(=O)NC1CCCCC1
48. Nc1cc(N)nc(SCC(=O)NCc2ccco2)n1
49. COc1cccc(-c2csc(NC(=O)Oc3ccccc3)n2)c1
50. Cc1cc(C)nc(SCC(=O)N/N=C/c2cccs2)n1
51. CCOC(=O)c1cc2c(nc1N)CC(C)(C)OC2
52. O=C(CSc1nnc(CNC(=O)c2c(F)cccc2Cl)o1)Nc1ccc2c(c1)OCCO2
compound no.	41	42	43	44	45	46	47	48	49	50	51	52
HRas wt GTP bind	100	103	105	?	101	97	101	98	105	100	104	104
Rac1 act GTP bind	95	98	99	?	101	97	102	97	102	101	101	100
Rac1 wt modul	95	105	104	?	104	98	108	96	104	107	103	103
Bcl-XL Bim block	-1	-1	1	29	-9	-1	-1	-2	0	-4	4	0
Rab7 wt modul	100	105	99	?	98	97	101	97	101	101	98	101
Bim-Bcl-2	0	-4	-1	8	-5	-5	-3	0	-1	-4	15	-2
Bim-Bcl-B	-1	-5	0	29	-7	-6	-1	0	-2	-7	4	0
Bim-Bcl-W	0	2	-1	22	-6	-2	-1	-2	0	-2	3	0
Bim-Bfl-1	0	-9	-2	5	-15	-3	0	-1	-1	-12	0	1
Rab2 wt GTP	99	101	105	?	101	96	101	96	105	99	99	103
Cdc42 wt GTP	100	101	106	?	103	97	105	100	105	106	106	104

# Screening data: PubChem, NMMLSC
